Screens: PubChem, The Scripps Research Institute Molecular Screening Center
DDE Tn7 FP inh – inhibitors of Tn7 peptide binding to fibrin DD(E), primary screen, biochemical, fluorescence polarization, human fibrin, Tn7 probe; 370,000 tested, 0.13% active; inhibition, % at 8.3 µM; FP displacement of FITC-Tn7 peptide from fibrin DD(E); 0% = median of compound wells per plate; AID 720508, 2013;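 active = inhibition above the mean of compounds falling within the control limits plus 3 SD of them, cut at about 14% in these data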;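 note: 0% = plate median of compound wells and 100% = 10 µM Aha-Tn7 peptide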
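Also added: labelled Tn7 tracer, 0.1 µM; Assay system: human fibrin DD(E) protein; Amount: 2 µM fibrin DD(E); Schedule: 10 min compound pre-incubation, 3 h probe incubation at room temperature; Repeats: one replicate per compound; Read-out basis: percent inhibition; Measured by: fluorescence polarization of the labelled Tn7 tracer.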
LEDGF integ inh – blockers of LEDGF/p75-dependent integrase strand transfer – biochemical, TR-FRET, high throughput, primary screen. HIV-1 integrase (with human LEDGF/p75). TR-FRET IN-LEDGF/p75 DNA integration, Eu/Cy5. inhibition, % at 3.7 µM. 370,000 tested, 0.64% active;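 active = inhibition above the screen-wide mean plus 3 SD, cut at about 13% in these data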;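 note: signal is the Cy5 over europium emission ratio at 671 and 618 nm; 0% = plate median of compound wells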
ASAP1 inh – inhibitors of human ASAP1 ArfGAP activity, primary screen, biochemical, fluorescence polarization; Arf-GAP with SH3 domain, ANK repeat and PH domain-containing protein 1 (Homo sapiens), …; ASAP1-stimulated ARF1 GTP hydrolysis, GDP FP detection; inhibition, % at 16.5 µM; 360,000 tested, 0.19% active; in the data active = inhibition above about 25%;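 note: 0% = vehicle with enzyme and substrate and 100% = no enzyme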
proKLK7 act – proKLK7 zymogen activators, primary screen, biochemical, fluorescence intensity; purified proKLK7, EDANS-DABCYL substrate fluorescence; 100% is mature enzyme control, 0% vehicle; activation, % at 7 µM; 370,000 tested, 0.9% active;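 active = activation above the mean of all tested compounds plus 3 SD, computed per campaign excluding outliers beyond control limits, cut at about 13% in these data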
Target sequence (P49862 whole entry, looked up): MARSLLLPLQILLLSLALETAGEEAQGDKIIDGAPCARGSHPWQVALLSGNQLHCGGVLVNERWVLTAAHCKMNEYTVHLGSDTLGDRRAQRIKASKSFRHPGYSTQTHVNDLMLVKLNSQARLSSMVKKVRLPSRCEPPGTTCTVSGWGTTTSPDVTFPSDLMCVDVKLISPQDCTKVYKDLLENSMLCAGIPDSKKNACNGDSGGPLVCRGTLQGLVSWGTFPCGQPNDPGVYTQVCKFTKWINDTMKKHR
ADAM10 inh – human ADAM10 inhibitors, primary screen, biochemical, QFRET, HTS; Disintegrin and metalloproteinase domain-containing protein 10 (Homo sapiens), O14672; recombinant ADAM10, EDANS/DABCYL FRET peptide cleavage, 3 h; inhibition, % at 7 µM; 370,000 tested, 0.62% active; AID 720582, 2013;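 active = inhibition above a per-campaign cutoff equal to the mean of compounds falling between control-based bounds plus 3 SD, cut at about 20% in these data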;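 note: 0% = DMSO wells while the 100% control is not disclosed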
ARFGAP1 inh – inhibitors of rat ARFGAP1 GAP activity, primary screen, biochemical, fluorescence polarization, GDP tracer. Arfgap1-stimulated ARF1 GTP hydrolysis, GDP FP detection. inhibition, % at 16.5 µM. 360,000 tested, 0.26% active. AID 651572, 2012;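 active = inhibition above a per-plate limit, mean inhibition of low control wells plus 3 SD, cut at about 25% in these data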;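 note: 0% = DMSO wells with enzyme and 100% = wells lacking Arfgap1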
Target sequence (Q62848 1-136 limits assumed): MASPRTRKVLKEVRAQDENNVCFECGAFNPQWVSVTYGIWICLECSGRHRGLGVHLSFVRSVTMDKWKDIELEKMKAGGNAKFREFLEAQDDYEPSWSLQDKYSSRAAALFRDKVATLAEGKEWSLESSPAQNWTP
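Material: truncated rat Arfgap1 GAP domain; Incubation: compound-enzyme preincubation 20 min, reaction 120 min, detection 60 min, 25 °C; Read-out: percent inhibition of Arfgap1-stimulated GTP hydrolysis; Technique: FP, GDP Alexa 633 tracer displaced from anti-GDP antibody, 620/688 nm; Controls: No-Arfgap1 wells (100%) versus DMSO full-reaction wells (0%); Replication: single well per compound.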
Tn6 DDE FP – inhibitors of Tn6 peptide binding to fibrin DD(E), primary screen, biochemical, fluorescence polarization, human fibrin, Tn6 probe; Fibrinogen beta chain (Homo sapiens), P02675; Fibrin DD(E) TRITC-Tn6 fluorescence polarization displacement; inhibition, % at 8.3 µM; 370,000 tested, 0.21% active; AID 720509, 2013;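 active = inhibition above a per-campaign cutoff: mean of compounds within control limits plus 3 SD, cut at about 15% in these data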;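 note: 0% = median of all compound wells on the plate and 100% = blocking peptide control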
PLC-gamma1 inh – PLC-gamma1 enzyme inhibitors, primary screen, biochemical, fluorescence, purified enzyme; 370,000 tested, 0.84% active; fluorogenic substrate; inhibition, % at 12.2 µM; in the data active = inhibition above about 9.5%
ADAM17 inh – ADAM17 inhibitors, primary screen, biochemical, QFRET; Disintegrin and metalloproteinase domain-containing protein 17 (Homo sapiens), P78536; recombinant ADAM17, EDANS/DABCYL FRET peptide cleavage; inhibition, % at 6.95 µM; 370,000 tested, 0.83% active; AID 720648, 2013;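 active = inhibition above the mean of compounds lying between control limits plus 3 SD, set per campaign, cut at about 8.5% in these data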;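 note: 0% = DMSO-only wells as the low control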
TDP2 inh – human TDP2 enzyme inhibitors, primary screen, biochemical, epi absorbance, recombinant enzyme; 370,000 tested, 0.34% active; inhibition, % at 12.8 µM; Tyrosyl-DNA phosphodiesterase 2 (Homo sapiens), O95551; T5PNP hydrolysis, p-nitrophenol absorbance 415 nm; AID 720702, 2013;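 active = inhibition above the mean of all tested compounds plus 3 SD, set per campaign, cut at about 25% in these data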;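 note: 0% = DMSO with enzyme and 100% = buffer with substrate but no TDP2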
Target sequence (O95551 whole entry, looked up): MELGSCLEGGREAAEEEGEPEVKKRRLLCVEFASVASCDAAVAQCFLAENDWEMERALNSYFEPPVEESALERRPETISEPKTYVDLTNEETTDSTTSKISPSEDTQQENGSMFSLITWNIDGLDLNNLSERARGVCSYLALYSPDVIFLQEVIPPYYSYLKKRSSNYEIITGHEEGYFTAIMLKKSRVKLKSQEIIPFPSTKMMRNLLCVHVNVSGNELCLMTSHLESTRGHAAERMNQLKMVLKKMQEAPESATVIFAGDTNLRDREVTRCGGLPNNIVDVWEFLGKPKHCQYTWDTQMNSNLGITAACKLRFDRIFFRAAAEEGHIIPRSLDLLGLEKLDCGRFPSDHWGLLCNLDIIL
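System – recombinant human TDP2 · Quantity – TDP2 enzyme at 120 nM final · Doses – single concentration, 12.8 µM nominal, with 1% DMSO · Incubation – 2 h at 37 °C · Measured by – epi absorbance of p-nitrophenol freed from T5PNP by hydrolysis · Read-out – % inhibition relative to enzyme-containing and enzyme-free wells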
* hit, by the source's call; i = inactive; · = no result given.

SMILES | DDE Tn7 FP inh | LEDGF integ inh | ASAP1 inh | proKLK7 act | ADAM10 inh | ARFGAP1 inh | Tn6 DDE FP | PLC-gamma1 inh | ADAM17 inh | TDP2 inh
CCOC(=O)c1cccc(NC(=O)CN(c2ccc(C)cc2)S(=O)(=O)c2c(C)noc2C)c1 | -3 | -3 | 5 | 0.4 | 14 | 3 | 0 | -2 | 7 | -2
Nc1ccccc1S(=O)(=O)c1ccccc1N | -6 | 3 | 16 | -0.2 | -3 | -7 | -1 | -1 | 0 | -8
Cc1ccc(NC(=O)c2ncn(CCCNCCCN3CCCC3=O)n2)cc1C | 0 | 5 | 4 | -0.4 | -6 | 0 | 7 | 2 | 4 | 8
CC(=O)C[C@H](O)CC(=O)[C@H]1OC(=O)[C@@H](C)CCCCc2ccccc21 | -10 | -5 | 1 | 0.3 | -39 | 7 | 3 | 1 | 3 | -8
COc1cc(C(C)n2nnc3ccccc32)ccc1O (configuration not stated) | -3 | 0 | 7 | 0.2 | -3 | 3 | 1 | 0 | -2 | 4
Clc1ccc(-c2c[n+](Cc3ccc(Cl)cc3Cl)c3n2CCCCC3)cc1 | -3 | 6 | 8 | -0.4 | 2 | -7 | -3 | 11* | 4 | -26
CCc1c(C)c2ccc(OCC(N)=O)cc2oc1=O | 5 | 0 | -7 | 2.4 | i | -1 | 0 | -105 | -218 | -7
CCCCCOc1ccc(C(=O)NC(C(=O)O)C(C)C)cc1 (configuration not stated) | 2 | -1 | 0 | -0.1 | -8 | 6 | 3 | 7 | -1 | -10
Cc1ccc2c(=O)n3c(nc2c1)C(Cc1ccc(O)cc1)NC(=O)c1cccnc1-3 (configuration not stated) | 1 | -3 | -3 | 0.1 | -8 | 4 | 6 | -1 | -2 | 0
COc1ccc(-c2ccc(SCC(=O)c3ccccc3)nn2)cc1OC | 5 | -2 | -11 | 0.6 | 0 | 5 | 1 | -3 | -3 | 3
Cc1cc(NC(=O)CN2CCN(c3cccc(Cl)c3)CC2)no1 | -2 | -1 | 5 | -0.6 | -2 | -10 | -6 | 1 | -5 | 14
COCCN(C(=O)CSc1nnc(-c2cccs2)n1N)c1c(N)n(Cc2ccccc2)c(=O)[nH]c1=O | -2 | 1 | 0 | 0.7 | 1 | 10 | 3 | 0 | -2 | 10
C/C(N)=C(/C#N)C(=O)COC(=O)C1CSC2(c3ccc(F)cc3)CCC(=O)N12 (configuration not stated) | 5 | 0 | -11 | -0.4 | -3 | -15 | 1 | 0 | -2 | 22
COc1ccc(-c2nnc(SCC(=O)NC(=O)NCc3ccco3)o2)cc1 | 7 | 3 | 3 | -0.5 | -2 | 4 | -3 | -1 | -5 | 8
CC(=O)OC12CCCN(C1)/C(=C/c1cccnc1)C2 (configuration not stated) | -2 | -2 | · | 0.5 | -6 | · | 5 | -2 | -3 | 1
Cc1cccc(C(=O)N2CCN=C2SCc2ccc([N+](=O)[O-])cc2)c1 | -2 | -6 | 8 | -0.9 | -13 | -3 | 5 | 1 | -4 | -6
C[C@H](CO)N1C[C@H](C)[C@@H](CN(C)CC2CCCCC2)Oc2c(NS(=O)(=O)c3ccc(F)cc3)cccc2C1=O | -1 | 0 | 15 | 0.1 | 6 | 1 | 0 | 3 | 3 | -4
CCn1c(SCC(=O)NN=Cc2c[nH]c3ccccc23)nc2ccccc21 | 1 | 2 | · | 0.3 | 4 | · | -6 | -2 | -1 | 6
NC(=O)c1cccc(-c2csc(C(O)c3ccccc3)n2)c1 (configuration not stated) | 4 | 1 | -6 | 0.2 | -21 | 3 | 10 | -19 | -6 | -2
Cc1ccc(N2C(=O)NC(C(F)(F)F)(C(F)(F)F)C3=C2CC(C)(C)CC3=O)cc1 | -4 | -3 | -24 | 0.2 | -5 | -5 | 5 | 0 | -2 | 2
Cc1ccc(N(O)C(=O)NCCCCNC(=O)N(O)c2ccc(C)cc2)cc1 | -5 | 4 | 2 | 0.2 | 6 | -3 | -8 | 4 | 1 | -30
CCN1CCN(C(CNS(=O)(=O)c2ccc(Br)cc2)c2cccnc2)CC1 (configuration not stated) | 0 | 1 | 15 | -0.2 | -1 | -3 | 2 | -2 | -1 | -3
O=C(c1ccc2c(c1)OCO2)C1CCCN(Cc2cn[nH]c2-c2ccccc2)C1 (configuration not stated) | -6 | -6 | -1 | 0.6 | -24 | 7 | 0 | -2 | -2 | -14
Cc1ccc(C(=O)c2ccccc2C(=O)OCC(=O)N2CC(C)CC(C)C2)cc1 (configuration not stated) | -1 | 2 | 0 | 0.5 | -2 | 2 | 8 | 0 | -1 | -12
CCOC(=O)C1CCCN(C(=O)c2ccc(NS(=O)(=O)c3ccc4[nH]c(=O)[nH]c4c3)cc2)C1 (configuration not stated) | -5 | 1 | 10 | 0.4 | 1 | 2 | -1 | 1 | -4 | -4
CCN(CC)S(=O)(=O)c1cccc(C(=O)Nc2sc3c(c2C(N)=O)CCCC3)c1 | 6 | -2 | 12 | 0.5 | 7 | -4 | 3 | -3 | -4 | -8
O=C(c1ccccc1)N1CCN(C(=O)c2nn3c(C(F)(F)F)cc(-c4ccco4)nc3c2Cl)CC1 | 1 | 0 | 5 | -0.1 | -3 | 1 | -1 | -10 | -3 | 3
CCSC1=C(C#N)C(c2ccccc2C)CC(=O)N1 (configuration not stated) | -5 | 4 | 6 | -0.3 | 6 | 7 | -1 | 8 | 2 | -7
O=C1CN=C(Nc2ccccc2Cl)N1Cc1ccc2c(c1)OCO2 | 5 | 1 | -8 | 0.1 | 3 | 1 | 6 | 0 | -2 | 9
CC(C)(C)c1ccc(NC(=O)C2=CC=CN3CCS(=O)(=O)N=C23)cc1 | 3 | -4 | 9 | -0.1 | -9 | 4 | 1 | -7 | -1 | 5
O=C1C2C3C=CC(CC3)C2C(=O)N1c1ccccc1 (configuration not stated) | 7 | -3 | 4 | -0.1 | -6 | 4 | -3 | 3 | -4 | 8
O=C(CSc1ncnc2c1oc1ccccc12)Nc1cccc(Cl)c1 | 0 | -2 | 4 | 0.2 | 3 | -4 | 1 | 1 | 0 | 7
Cc1ccc(C(=O)N2CCN(c3ncccn3)CC2)c(C)c1 | -4 | 2 | 13 | -0.6 | -7 | 13 | -4 | -2 | 1 | -1
O=C(Nc1ccc(F)c(Cl)c1)C1Cc2c(-c3ccccc3Oc3ccccc3)ccnc2O1 (configuration not stated) | 9 | -1 | 1 | -0.1 | -1 | 6 | -5 | -2 | 2 | -6
Cc1ccc(S(=O)(=O)N2[C@H](c3ccccc3)CC(=O)[C@@H]3CN(S(=O)(=O)c4ccccc4C)[C@H](c4ccccc4)C[C@@H]32)cc1 | 7 | 1 | 14 | 0.4 | -10 | 3 | -4 | -1 | -3 | 0
CC(C)(C)c1ccc(-n2ncc3c2CCCC3NC(=O)CCC2=NNC(=O)CC2)cc1 (configuration not stated) | -3 | -2 | 10 | -0.4 | 0 | -15 | 3 | 0 | -4 | 1
CC1=CC(C)(C)N2C(=O)C3(N=C(N)NC(Nc4ccccc4)=N3)c3cc(C)cc1c32 (configuration not stated) | -1 | 2 | 2 | 0.7 | -5 | 2 | -6 | 3 | -2 | -2
CCC1CCCCN1c1nc(-c2cccc(OC)c2O)nc2ccccc12 (configuration not stated) | 5 | -2 | -1 | 0.4 | -1 | 0 | 0 | 3 | -3 | 3
Cc1cc(C(=O)NCC(=O)Nc2c(C)cccc2C)c2ccccc2n1 | -5 | -4 | -7 | -0.1 | -9 | 1 | -5 | 0 | -3 | -5
Cc1ccc(OCCC(=O)OC(C)C(=O)Nc2c(C)n(C)n(-c3ccccc3)c2=O)cc1 (configuration not stated) | -2 | -1 | -3 | 0.8 | -8 | 14 | -1 | 1 | -4 | 1
Cc1ccc(C2C(C#N)=C(N)SC(N)=C2C#N)cc1 | -11 | -2 | 2 | -0.9 | -46 | 1 | 1 | -119 | -11 | 3
Cc1ccc(Cn2cccc2/C=N/NC(=S)Nc2ccc(C)cc2)cc1 | -11 | 3 | -7 | -0.3 | 7 | 2 | 3 | -1 | -1 | 10
Cc1ccc2c(c1)[C@@H]1CN(C)CC[C@@H]1N2S(=O)(=O)c1ccc(F)cc1 | -8 | 2 | 5 | 0.1 | -7 | 4 | -3 | -10 | -4 | 6
Cc1ccc2c(c1)C(=O)c1ccccc1CS2=O (configuration not stated) | 0 | -2 | 10 | 0.1 | 4 | 3 | 3 | 1 | -2 | -1
CCOC(=O)Nc1ccc([N+](=O)[O-])cc1C | 4 | 1 | -2 | -0.2 | 1 | -2 | -3 | 3 | -1 | -8
Cc1ccc(NC(=O)COC(=O)CCNS(=O)(=O)c2c(Cl)cccc2Cl)cc1 | 8 | -4 | 1 | 0.2 | 7 | 10 | 2 | 0 | 1 | -3
O=C(NCCCn1ccnc1)c1ccccc1NS(=O)(=O)c1ccc(F)c(F)c1 | 2 | -1 | -2 | -0.1 | 0 | 8 | 0 | -1 | -6 | -4

Four entries from above, as tab-separated lines.
smiles	DDE Tn7 FP inh	LEDGF integ inh	ASAP1 inh	proKLK7 act	ADAM10 inh	ARFGAP1 inh	Tn6 DDE FP	PLC-gamma1 inh	ADAM17 inh	TDP2 inh
COc1cc(C(C)n2nnc3ccccc32)ccc1O (configuration not stated)	-3	0	7	0.2	-3	3	1	0	-2	4
Clc1ccc(-c2c[n+](Cc3ccc(Cl)cc3Cl)c3n2CCCCC3)cc1	-3	6	8	-0.4	2	-7	-3	11*	4	-26
CCc1c(C)c2ccc(OCC(N)=O)cc2oc1=O	5	0	-7	2.4	i	-1	0	-105	-218	-7
CCCCCOc1ccc(C(=O)NC(C(=O)O)C(C)C)cc1 (configuration not stated)	2	-1	0	-0.1	-8	6	3	7	-1	-10
